RSV CPE inhibition: inhibition of RSV-induced cytopathic effect – HEp-2 cells, primary 10 µM value included (AID 2391); one-dose CPE inhibition, % at 10 µM; IC50 in µM for titrated hits; actives 0.13% (n = 310,000); HEp-2 cells, RSV-induced CPE inhibition; higher % means a stronger effect; in the data active = a potency from the dose series; inconclusive = CPE inhibition mostly from about 23% at the one dose, without a potency; inactive = the rest, 99 in 100 with CPE inhibition below about 21%; note: strong numbers were not always called active
Myeloid diff 2: promotes myeloid progenitor differentiation | ER-HoxA9 myeloid progenitors, lysozyme-GFP differentiation, flow cytometry | calls only at 10 µM | actives 1% (n = 360,000) | AID 624256;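 active = normalized GFP-positive differentiation at or above the plate's own cutoff, the solvent-only control mean plus 3 SD; inconclusive = no clear call, values can overlap the other calls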;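 note: cells exposed to compound for four days before flow analysis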
T cell modulator: modulates CD8 T cell binding to vesicles; 2C CD8+ T cell-vesicle binding, flow cytometry; active compounds read low; calls only at 7 µM; actives 0.068% (n = 330,000);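 active = response, share of CD8 T cells binding vesicles, and their 90th percentile fluorescence all below set limits, cut at about 80% in these data, passing the limit was not always enough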
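Assay system – 2C mouse CD8+ T cells · Also added – QL9-loaded Drosophila micro-vesicles · Timing – Cell–vesicle co-incubation 1.5 h at 37 °C, staining 20 min on ice · Signal – flow cytometry of vesicle-bound cells · Measure – percent CD8+ FL2 mean versus row control · Controls – Peptide-free naked vesicles (low) and QL9 vesicles with 0.7% DMSO vehicle (high)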
Salmonella PhoP GFP: PhoP-dependent GFP reporter repression – Salmonella Typhimurium, primary screen (AID 1863); S. Typhimurium PhoP-regulated promoter GFP reporter, 4 h; higher % means a stronger effect; inhibition, % at 50 µM, or IC50 in µM where a hit was titrated; actives 0.16% (n = 300,000);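 active = inhibition over 29.93%, a cutoff 3 SD above the screen mean, later confirmed by dose response; inconclusive = inhibition over 29.93% but no dose response follow-up; inactive = inhibition at most 29.93% or unconfirmed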;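 note: 0% = low Mg2+ inducing control and 100% = high Mg2+ repressing control; strong numbers were not always called active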
WT yeast gro inh: growth inhibition of WT yeast, mitochondrial fusion screen; actives 2.1% (n = 190,000); inhibition, % at 10 µM; mitochondrial fusion phenotypic screen, WT strain; in the data active = inhibition above about 58%; tested in S. cerevisiae
West Nile antiviral: inhibition of WNV-induced cytopathic effect – cell-based, CPE readout (AID 1621) | West Nile virus-infected cells, CPE inhibition; higher % means a stronger effect | CPE inhibition, % at 10 µM; hits with a dose series show IC50 in µM | actives 0.02% (n = 290,000); in the data active = a potency from the dose series; inconclusive = CPE inhibition mostly from about 3.7% at the one dose, without a potency; inactive = the rest, 99 in 100 with CPE inhibition below about 2.2%; note: strong numbers were not always called active
Rac1 GTP hydrolysis: MgcRacGAP GTPase-activating activity inhibitors, confirmation, biochemical, ADP Hunter fluorescence; MgcRacGAP-stimulated Rac1 GTP hydrolysis, ADP Hunter fluorescence; higher % means a stronger effect; GST-tagged Rac1 F28L mutant substrate; actives 0.6% (n = 340,000); inhibition, % at 30 µM; hits with a dose series show IC50 in µM;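 active = first-screen hits whose inhibition reached a set limit at any dose in the follow-up dose series; inconclusive = inhibition above the set first-screen limit but never retested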;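 note: fluorescence reports GDP produced by GAP-driven GTP hydrolysis; strong numbers were not always called active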
SV40 large T antigen: SV40 large T antigen inhibitors, biochemical (AID 1903); SV40 large T antigen ATPase/helicase inhibition assay; higher % means a stronger effect; inhibition, % at 20 µM, or IC50 in µM where a hit was titrated; actives 0.39% (n = 310,000); in the data active = a potency from the dose series; inconclusive = inhibition mostly from about 32% at the one dose, without a potency; inactive = the rest, 99 in 100 with inhibition below about 32%; note: strong numbers were not always called active
bCat nuc transl: modulators of beta-catenin nuclear translocation | HeLa beta-catenin nuclear translocation, immunofluorescence imaging | nuclear translocation activity, % at 5 µM | actives 0.3% (n = 190,000);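 active = nuclear translocation activity above 50% at 5 µM, with a well cell count of 50 or more; inconclusive = wells under 50 cells across six images, flagged as toxic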;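 note: per-cell ratio of nuclear to cytoplasmic median beta-catenin stain intensity; plate controls were DMSO negative control for no effect and GSK-3 inhibitor IX positive control for full effect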
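Technique: fluorescence imaging of beta-catenin antibody stain plus DAPI / Material: human HeLa cell line / Incubation: compound treatment 24 h, 37°C, 5% CO2 / Read-out basis: % activation of per-cell nuclear versus cytoplasmic median beta-catenin signal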
WT yeast gro inh mutant strain: further read-out of WT yeast gro inh, marked with its call; inhibition, %; mitochondrial fusion phenotypic screen, mutant strain inhibition
bCat nuc transl cell count 5 µM: also measured in bCat nuc transl; calls as there; cell count; measured here: cell count, cytotoxicity flag
T cell modulator vesicle-bound %: further read-out of T cell modulator, marked with its call; double positive events, %; measured here: CD8+ vesicle-bound cell fraction;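 binding gate set so that unloaded-vesicle control wells show 10% double positive cells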
Myeloid diff 2 GFP+ MAC1+ %: recorded beside Myeloid diff 2, whose call it bears; GFP+ MAC1+ double positive, %; measured here: differentiation confirmed by MAC1 staining
* hit, by the source's call; i = inactive; ? = inconclusive; nt = not tested or not shown; + = active, no number; & = joins results of further samples. An unsorted share of the library. Share with any hit: about 3.6%.

SMILES	RSV CPE inhibition	Myeloid diff 2	Myeloid diff 2 GFP+ MAC1+ %	T cell modulator	T cell modulator vesicle-bound %	Salmonella PhoP GFP	WT yeast gro inh	WT yeast gro inh mutant strain	West Nile antiviral	Rac1 GTP hydrolysis	SV40 large T antigen	bCat nuc transl	bCat nuc transl cell count 5 µM
Cc1nc2cc(C(=O)NCc3ccc4c(c3)OCO4)ccc2n1-c1ccc(Br)cc1	?	i	0.5	i	47	18%	54	-4	-0.4%	5%	9%	-8.5	577
O=C(COc1ccccc1)NCCSCc1ccco1	4.4%	i	0.3	i	39	5%	-7	-14	0.1%	1%	1%	-1.3	1130
Cn1c(CCNS(=O)(=O)c2ccc(F)cc2)nnc1SCc1cccnc1	-0.3%	i	0.2	i	21	4%	nt	nt	0.1%	7%	-2%	nt	nt
COC(=O)c1cc(NC(=O)Cc2ccccc2[N+](=O)[O-])ccc1Cl	4.5%	i	0.8	i	41	-4%	-6	11	-0.3%	8%	-3%	0.6	1003
Cc1cc(=O)oc2c3c(cc(OCC(=O)NCCN4CCOCC4)c12)OC(C)(C)CC3	1.6%	i	4.5	i	42	5%	nt	nt	-0.3%	3%	5%	nt	nt
CC(=O)n1cc([C@@H]2C=C(C(=O)N3CCN(C)CC3)O[C@H](OCc3ccc(CO)cc3)C2)c2ccccc21	-1.2%	i	2.6	i	51	nt	nt	nt	-0.7%	7%	10%	nt	nt
COC(=O)c1sc(S(=O)(=O)Nc2ccc3cn[nH]c3c2)c(C(=O)OC)c1C	2.1%	i	0.7	i	36	19%	-10	-20	1.6%	6%	-2%	nt	nt
Cc1nn(-c2cccc(C(F)(F)F)c2)c(=O)c2ccccc12	15%	i	0.4	i	48	-8%	nt	nt	-0.9%	8%	10%	nt	nt
CCCCNC(=O)c1c(CSc2ccc(Cl)cc2)noc1C(=O)NCc1ccccc1	1.3%	i	1.9	i	15	11%	nt	nt	-0.7%	3%	15%	nt	nt
CC(Oc1cc(-c2ccccc2)cc2ccccc12)C(=O)N1CCOCC1 (stereo unspecified)	0.6%	i	1.7	i	44	-15%	-14	-7	1.8%	5%	9%	-0.7	1110
CC(C)Oc1cccc(C(=O)C2CCCN(C(=O)CCn3cnnn3)C2)c1 (stereo unspecified)	5.2%	i	0.3	i	49	nt	-17	-15	-0.7%	3%	nt	1.4	1001
CCc1ccc(C2C(=O)c3ccccc3C2=O)cc1	0.6%	i	0.9	i	20	nt	nt	nt	nt	-7%	15%	nt	nt
CC(C)(C)c1ccc(S(=O)(=O)O/N=C2/CCCCC2c2ccc([N+](=O)[O-])cc2[N+](=O)[O-])cc1 (stereo unspecified)	0.6%	i	0.5	i	62	-3%	4	16	0.8%	3%	9%	-0.1	912
Cc1ccc(/C=N/n2c(-c3ccco3)n[nH]c2=S)cc1	1.1%	i	0.3	i	24	-6%	nt	nt	0.3%	?	34µM*	0.5	1263
O=C(c1ccc(Cl)cc1[N+](=O)[O-])N1CCN(c2ccccn2)CC1	3.9%	i	0.4	i	48	6%	-42	14	-0.6%	2%	4%	0.2	1445
COc1ccc(C2C(C(=O)NCc3ccccn3)c3cc(OC)c(OC)cc3C(=O)N2C)cc1 (stereo unspecified)	2.4%	i	1.2	i	36	-2%	10	1	0.1%	5%	8%	-1.1	1163
CCC(C)NC(=O)CS(=O)(=O)Cc1nc(-c2cccc(OC)c2)oc1C (stereo unspecified)	1.7%	i	2.1	i	30	-7%	1	7	0.1%	5%	1%&6%	-0.8	1200
O=C1N(CCCN2C(=O)C3(OCCO3)c3ccccc32)c2ccccc2C12OCCO2	-0.3%	i	1.1	i	8	-1%	3	6	0.3%	9%	1%	-4.8	987
CCOC(=O)c1cc(NC(=O)c2ccccc2)c(=O)oc1C(F)(F)F	nt	i	0.3	nt	nt	4%	-19	0	-0.3%	10%	8%	-2.3	1115
COc1ccc(C(=O)Nc2ccnn2C2CCN(Cc3ccc4nonc4c3)CC2)cc1	1.2%	i	3.8	i	67	-6%	nt	nt	-0.8%	-2%	16%	nt	nt
CC(=O)C1=C(C)Nc2ncnn2C1c1ccccc1OCc1ccccc1 (stereo unspecified)	2.0%	nt	nt	i	30	36%	-6	-29	-0.3%	2%	5%	nt	nt
CCN(CCn1cccn1)Cc1nc(-c2ccc(OC)cc2)no1	-2.3%	i	0.4	i	66	3%	-1	8	-1.0%	-5%	10%	0.3	1468
Cc1ccc2c(CC(=O)NCC(C)(C)N3CCOCC3)coc2c1	0.0%	i	0.0	i	28	-4%	-9	5	0.0%	1%	-2%	-0.8	1087
COc1cc(CN(C)CC(=O)c2[nH]c(C)c(C(C)=O)c2C)ccc1OC(F)F	11%	i	0.8	i	58	-13%	10	9	-0.2%	9%	19%	nt	nt
COc1ccc(NC2CCCN(C(=O)C3(C)CCCCC3)C2)cc1 (stereo unspecified)	1.1%	i	0.7	i	27	-3%	nt	nt	0.1%	81µM*	35%	nt	nt
Cc1nnc(SCC(=O)NCCc2ccccc2)s1	0.7%	i	0.6	i	56	13%	33	44	-2.7%	-1%	7%	-0.4	1500
Cc1ccc(C(=O)NCC(=O)N2CCN(S(=O)(=O)c3cccs3)CC2)s1	-1.8%	i	0.6	i	58	6%	-10	-4	1.5%	-2%	2%	-1.2	1140
CCOC(=O)Nc1ccc2c(c1)N(C(=O)CCN1CCN(C)CC1)c1ccccc1S2	2.2%	i	0.4	i	30	0%	-4	3	0.1%	7%	1%	-0.6	1321
O=C(c1ccc(Cl)s1)N1CCCC1	1.3%	+	3.6*	i	13	4%	-13	-18	0.2%	-5%	3%	nt	nt
CC(=O)N1CCN(C(=O)c2ccc3c(c2)OCCO3)CC1	0.8%	i	1.9	i	31	-5%	nt	nt	0.1%	8%	6%	nt	nt
O=C(Nc1ccc(-c2cn3ccsc3n2)cc1)c1ccc(F)c(S(=O)(=O)N2CCOCC2)c1	-2.6%	i	2.6	i	43	-14%	-4	-14	0.3%	3%	3%	-1.9	1083
Cc1ccc(S(=O)(=O)N(C)CC(=O)OCC(=O)NC(c2ccccc2)c2ccccc2)cc1	0.7%	i	0.6	i	24	-8%	-24	-17	0.2%	15%	7%	1.6	494
CC(=O)Nc1ccc(NC(=O)c2c(C)nn(Cc3ccccc3)c2Cl)cc1	5.5%	i	0.6	i	40	-7%	nt	nt	-0.2%	7%	2%	nt	nt
Cc1ccc(S(=O)(=O)c2c(C)cc(C)nc2N2CCCC2)cc1	0.6%	i	1.0	i	3	-4%	16	5	0.3%	10%	8%	-5.2	1125
CC(C)NC(=O)c1ccc2c(c1)N(CC(=O)N1CCCCC1)C(=O)C(C)(C)O2	1.4%	i	0.6	i	41	-2%	nt	nt	0.1%	4%	7%	nt	nt
COc1ccc(OC)c(NC(=O)COC(=O)c2c3c(nc4ccccc24)CCCC3)c1	nt	?	nt	i	21	1%	11	-8	?	0%	-1%	-4.6	1289
CNC(=S)N1CCN(C(=O)c2ccco2)CC1	1.6%	i	0.1	i	49	-3%	10	14	-0.6%	10%	8%	0.9	1087
COC(=O)/C=C/C(=O)N1CCN(c2ccccc2)CC1	1.9%	i	0.9	i	30	12%	-26	-6	-0.9%	2%	15%	-3.7	592
Cc1csc(NC(=O)CSc2nnc(-c3ccccc3)o2)n1	2.5%	i	0.5	i	31	-2%	0	-4	0.1%	4%	-7%	nt	nt
N#CC1=C(N)OC2=C(C(=O)CC(c3ccccc3)C2)C1c1cccnc1 (stereo unspecified)	0.6%	i	0.5	i	33	-5%	-9	-14	1.2%	1%	8%	nt	nt
NS(=O)(=O)c1ccc(CCNc2nc3c(-c4cccc(F)c4)nnn3c3ccccc23)cc1	5.9%	i	1.4	i	8	-5%	-9	-5	1.3%	2%	13%	-0.2	1052
O=C(NC(NNc1ccc([N+](=O)[O-])cc1)(C(F)(F)F)C(F)(F)F)c1ccc(Cl)cc1	13%	i	0.6	i	8	17%	78*	44*	0.1%	4%	7%	nt	nt
O=C(Cn1ccc(NC(=O)OCc2ccccc2)nc1=O)NCCN1CCOCC1	-0.2%	i	0.8	i	20	nt	nt	nt	nt	8%	nt	nt	nt
CS(=O)(=O)N1N=C(c2cccs2)CC1c1ccc(Cl)o1 (stereo unspecified)	0.9%	i	0.1	i	54	-6%	-5	-14	-0.5%	11%	20%	0.1	1094
CCCc1n[nH]c2c1/C(=N\OCC)CC(C)(C)C2	1.4%	i	0.9	i	23	-9%	nt	nt	-0.2%	0%	5%	-2.9	1195
CCN=C1SC(CC(=O)Nc2ccc(N3CCOCC3)cc2)C(=O)N1CC (stereo unspecified)	0.8%	i	0.9	i	8	-3%	6	-7	0.1%	12%	6%	-2.1	1021
COCCNc1nc(-c2ccccc2)nc2ccccc12	7.3%	i	0.1	i	35	-3%	1	6	-0.4%	6%	19%	1.1	1549
COC(=O)CNc1ccc2c(c1)OCO2	-0.1%	i	1.1	i	35	-7%	-1	-9	0.2%	31%	21%	-1.5	561
O=C(CCNC(=O)c1ccccc1Cl)Nc1nccs1	0.0%	i	0.2	i	48	-5%	-1	-4	0.0%	0%	8%	-0.3	1051

Screening results: PubChem, several laboratories
